All columns: NCI-60 one-dose screen, growth in % after 48 h at 10 µM unless noted; 100 = growth as untreated, 0 = no growth, -100 = all killed.
SF-539: SF-539 CNS cancer | 81,000 tested, 6.8% active
PC-3: PC-3 prostate cancer cells. 80,000 tested, 3.9% active. AID 1794754
SNB-19: SNB-19 CNS cancer cells; 81,000 tested, 2.5% active; AID 1794751
SF-268: SF-268 CNS cancer cells. AID 1794759. 82,000 tested, 3.1% active
SF-295: SF-295 CNS cancer cells; 79,000 tested, 5.6% active
HCC-2998: HCC-2998 colon cancer; 79,000 tested, 4.7% active; AID 1794799
U251: U251 CNS tumor cells. 80,000 tested, 5.4% active
DU-145: DU-145 prostate cancer | 81,000 tested, 4.2% active
SNB-75: SNB-75 CNS cancer; 79,000 tested, 5% active; AID 1794750
Numbers without * were called inactive; . = no result given; & = joins results of further samples; ! = a repeat was not active. How the source made its calls: active means growth percent below 10; inactive means the rest. Compounds were not picked by outcome. Share with any hit: about 9.9%.

SMILES | SF-539 | PC-3 | SNB-19 | SF-268 | SF-295 | HCC-2998 | U251 | DU-145 | SNB-75
Nc1ncnc2sc(-c3ccc(Cl)cc3)c(-c3ccccc3)c12 | 79 | 86 | 103 | 88 | . | . | 93 | 84 | .
COc1cc(N=C2C(=O)N(Cc3ccc(Cl)cc3)c3ccccc32)cc(OC)c1OC | 103 | 90 | 96 | 84 | 93 | 101 | 87 | 105 | 77
CCN(CC)CCCCCNc1cc(O)cc2cccnc12 | 104 | 96 | 112 | 130 | 127 | 118 | 113 | 122 | .
O=[N+]([O-])c1cnc2ccccc2c1N[C@H](CO)c1ccccc1 | 103 | 83 | 96 | 93 | 94 | 101 | 96 | 104 | 63
COc1cccc(C2SCC(=O)N2n2cnnc2)c1 (configuration not stated) | 110 | 97 | 99 | 94 | 107 | 106 | 103 | 102 | 113
CC1CCN(C)CC1 | 105 | 103 | 109 | 106 | 104 | 113 | 105 | 110 | 103
CN1CCC(OC(c2ccccc2)c2ccccc2)CC1 | 120&100 | 102&85 | 99&106 | 105&100 | 107&101 | 95&85 | 106&103 | 122&118 | 83&96
CN(C)c1ccc(/C=C2\C=C(c3nc4ccccc4s3)OC2=O)cc1 | 104 | 79 | 95 | 99 | 92 | 98 | 98 | 104 | 87
O=C(Nc1ccccc1)Sc1c(Cl)c(Cl)c(Cl)c(Cl)c1Cl | 94 | 81 | 107 | 99 | 97 | 100 | 88 | 111 | 88
C=CCn1c(SCC(=O)Nc2ccc(C(=O)/C=C/c3ccc(OC)c(OC)c3)cc2)nnc1-c1c[nH]c2ccccc12 | 105 | 94 | 105 | 99 | 103 | 122 | 106 | 107 | 102
CCCC(=O)CC(=O)c1cccs1 | 100 | 96 | 111 | 95 | 102 | 111 | 100 | 99 | 94
O=C(Nc1cc(C(F)(F)F)cc(C(F)(F)F)c1)Nc1ccc(OCc2nnc(-c3ccc(Cl)cc3)o2)c(F)c1 | 10 | 3.9* | 23 | 26 | 8.7* | 20 | 1.6* | 24 | 15
CCNNC(=O)[C@@H]1[C@H](c2cc(OC)c(OC)c(OC)c2)c2cc3c(cc2[C@H](O)[C@H]1CO)OCO3 | -11* | 12 | 36 | 31 | 9.9* | 6.0* | 13 | -24* | 30
NS(=O)(=O)c1ccc(Nc2nc(SCC(=O)c3ccc(Br)cc3)nc3c2CCC3)cc1 | 92 | 85 | 99 | 95 | 94 | 101 | 95 | 91 | 108
CC(=O)c1ccc2c(c1)N(CCCN1CCN(CCO)CC1)c1ccccc1S2 | 15&89 | 24&70 | 46&114 | 38&98 | -53*! | -55*! | 21&86 | 53&104 | -12*!
CCCCOP(=O)(OCCCC)C(C(=O)OCC)C(CC(=O)OCC)C(=O)OCC (configuration not stated) | 91 | 89 | 100 | 109 | 101 | 109 | . | 122 | 60
COc1cc2c(cc1O)CC[C@@H]1[C@@H]2CC[C@]2(C)[C@@H](OCCN(C)C)CC[C@@H]12 | 4.1* | 45 | 52 | 56 | -4.6* | . | 27 | 13 | 18
CC(=O)OCC1OC(OCC2OC(OC(C)=O)C(OC(C)=O)C(OC(C)=O)C2OC(C)=O)C(OC(C)=O)C(OC(C)=O)C1OC(C)=O (configuration not stated) | 108 | 94 | 100 | 105 | 99 | 96 | 92 | 110 | 93
O=C(CNc1ccc(Br)cc1Cl)Cn1cc(COc2ccc(C=Nc3cnc4ccccc4c3)cc2)nn1 | 105 | 105 | 96 | 103 | 101 | 94 | 97 | 116 | 97
O=C(O)c1ccc(-n2cc(CNc3ccc(Cl)cc3)c(-c3ccc(C(F)(F)F)cc3)n2)cc1 | 87 | 65 | 80 | 77 | 55 | 94 | 61 | 86 | .

Rewritten as comma-separated lines: 2 of the compounds above.
SMILES,SF-539,PC-3,SNB-19,SF-268,SF-295,HCC-2998,U251,DU-145,SNB-75
CCNNC(=O)[C@@H]1[C@H](c2cc(OC)c(OC)c(OC)c2)c2cc3c(cc2[C@H](O)[C@H]1CO)OCO3,-11*,12,36,31,9.9*,6.0*,13,-24*,30
NS(=O)(=O)c1ccc(Nc2nc(SCC(=O)c3ccc(Br)cc3)nc3c2CCC3)cc1,92,85,99,95,94,101,95,91,108

New compounds follow
SMILES | SF-539 | PC-3 | SNB-19 | SF-268 | SF-295 | HCC-2998 | U251 | DU-145 | SNB-75
COc1cccc(-c2cc(-c3ccc(F)cc3)c(C#N)c(=O)[nH]2)c1 | 99 | 97 | 102 | 99 | 97 | 109 | 100 | 108 | 73
CCNCCNc1cc(-c2ccc(Cl)cc2)c(C#N)c2nc3ccccc3n12 | -91* | 27 | 36 | -13* | -78* | 4.1* | -53* | 26 | -77*
Cc1ccc(NC(=O)c2ccc(C)c([N+](=O)[O-])c2)c(C)c1 | 100 | 87 | 100 | 97 | 95 | 105 | 97 | 100 | .
COc1cc([N+](=O)[O-])ccc1NC(=O)Oc1ccc(NC(C)=O)cc1 | 105 | 107 | 99 | 98 | 105 | 95 | 103 | 122 | 80
Cc1ccc2oc(=O)cc(-c3c(C#N)c(N)n4nc(N)c(C#N)c4c3C#N)c2c1 | 101 | 93 | 96 | 101 | 97 | 100 | 98 | 107 | 83
COc1ccc(C(=O)N2C=Cc3ccccc3C2C(N)=O)cc1 (configuration not stated) | 98 | 91 | 90 | 102 | 100 | 96 | . | 116 | 89
Cc1ccc(-[n+]2noc([O-])c2C2=NOC(c3ccccc3)C2)cc1 (configuration not stated) | 99 | 95 | 99 | 103 | 96 | 97 | 96 | 116 | 76
COc1ccc(N=Nc2c(N)nn3c(-c4ccc5ccccc5c4)ccnc23)cc1 | 104 | 104 | 103 | 99 | 104 | 106 | 101 | 109 | 90
CCNC(=S)NC1CCCCCCCCCCC1 | 102 | 77 | . | 102 | 101 | 98 | 97 | 107 | 86
CCOC(=O)C1=C(C)n2nc(CC#N)c(C#N)c2NC1c1cc(Cl)ccc1O (configuration not stated) | 96 | 81 | 96 | 84 | 95 | 102 | 96 | 102 | 94
Cc1cc(S(=O)(=O)/N=C(\N)n2nc(C)c(C)c2C)c(SCc2ccccc2)cc1Cl | 99 | 40 | 90 | 87 | 54 | 57 | 61 | 98 | 79
Cc1cc(C)c2ccc(NC(=O)CCC(=O)O)nc2n1 | 97 | 101 | 106 | 105 | 95 | 109 | . | 107 | 86
Cc1ccccc1C(=O)OC(C)(C)C | 101 | 101 | 99 | 98 | 102 | 107 | 94 | 100 | 98
C#C[C@]1(O)CC[C@H]2[C@@H]3CC=C4c5sc(-c6cccc(O)c6)nc5CC[C@]4(C)[C@H]3CC[C@@]21C | -69* | -55* | -20* | -15* | -65* | -25* | -48* | 2.2* | -53*
COc1cc2nc(Cl)nc(Nc3cccc(C4=NN(C(C)=O)C(c5ccc(Cl)cc5)C4)c3)c2cc1OC (configuration not stated) | 88 | 58 | 84 | 85 | 79 | 101 | 77 | 87 | 65
C/C(=N\NC(=O)c1ccncc1)c1ccc(Cl)cc1Cl | 104 | 92 | 114 | 106 | 117 | . | 109 | 120 | 96
COc1ccc([C@H](C)Nc2nc(Cl)nc3ccccc23)cc1 | 68 | 77 | 61 | 77 | 20 | 94 | 74 | 74 | 93
CCn1c(=O)c2c(=O)c3c4c(oc3oc2c2ccccc21)C(=O)c1ccccc1C4=O | 90 | 42 | 90 | 84 | 95 | 101 | 58 | 92 | 120
N#Cc1nc(-c2ccccc2)oc1S(=O)(=O)n1ncnc1N | 97 | 96 | 96 | 101 | 101 | 117 | 94 | 112 | .
CC(=O)C(=O)NCCCCC(=O)Nc1ccccc1 | 109 | 106 | 110 | 108 | 101 | 105 | 105 | 109 | 103
CCOC(=O)c1c(Cc2[nH]c(C=O)c(C)c2OC(=O)CC)[nH]c(C=O)c1C | 83 | 57 | 84 | 79 | 76 | 98 | 77 | 89 | 71
O=C1CCC(C(=O)N/N=C/c2ccccn2)N1 (configuration not stated) | 101 | 95 | 102 | 102 | 99 | 113 | 103 | 112 | 92
CC(=O)Oc1c(Br)cc(Br)cc1-c1ccccc1 | 101 | 96 | 105 | 103 | 113 | 95 | 96 | 111 | 98
O=C(Nc1ccc(-n2cc(-c3ccncc3)c(-c3ccc(Cl)c(O)c3)n2)cc1)c1ccc(Cl)c(Cl)c1 | 24 | 17 | 77 | 61 | -50* | 10 | 34 | 62 | .
COC(OC)/C(=N\N(C)C)c1ccccc1 | 104 | 95 | 106 | 103 | . | 118 | 102 | 107 | 90
CC(O)C1Cc2ccccc2C(=O)O1 (configuration not stated) | 105 | 111 | 106 | 127 | 103 | 124 | 115 | 106 | 130
ClCCOCCOc1ccccc1 | 101 | . | 100 | 95 | 97 | 116 | 89 | 106 | 82
CCOC(=O)c1cnc2sc(-c3ccccc3)nc2c1Cl | 102 | 98 | 112 | 94 | 102 | 108 | 103 | 103 | 88
O=C(Nc1ncc(Cc2ccccc2)s1)c1ccccc1 | 95 | 70 | 93 | 98 | 95 | 82 | 86 | 96 | 95
CCCn1cc(/C=N\N=C2\C(=O)Nc3c(C)cc(C)cc32)c2ccccc21 | 95 | 87 | 96 | 92 | 94 | 110 | 90 | 96 | 87
CCCCCCCCn1ccc2cc(NC(=O)CN3CCN(c4nc(C)cc(N5CCOCC5)n4)CC3)ccc21 | 108 | 51 | 94 | 100 | 93 | 127 | 76 | 95 | 98
C#CC1(O)CCC2C3CCC4=C(CCC(=O)C4)C3CCC21C (configuration not stated) | 96 | 93 | 101 | 107 | . | 111 | 101 | 110 | 91
Cc1nc(-c2ccc(F)cc2)ccc1NC(=O)Nc1cc(C(F)(F)F)cc(C(F)(F)F)c1 | 104 | 98 | 99 | 102 | 102 | 108 | 93 | 111 | 102
O=C(Cc1ccccc1[N+](=O)[O-])c1ccc2c(c1)OCO2 | 101 | 97 | 98 | 94 | 96 | 116 | 99 | 106 | 91
CC(=O)Nc1c(OC(C)=O)ccc2cc(Br)ccc12 | 92 | 74 | 100 | 105 | 112 | 84 | 101 | 110 | 82
COc1cc(C2SCC(=O)N2c2ccc(F)cc2)ccc1OCC(=O)Nc1ccc(C(C)=O)cc1 (configuration not stated) | 106 | 100 | 94 | 100 | 98 | 107 | 96 | 106 | 95
O=C1CC(c2ccc(Cl)cc2Cl)c2cnn(Cc3ccc4c(c3)OCO4)c2N1 (configuration not stated) | 102 | 81 | 105 | 91 | 110 | 97 | 90 | 107 | 99
O=C(Nc1ccc2[nH]ccc2c1)c1ccc(Cl)c(Cl)c1 | 104 | 94 | 99 | 100 | 86 | 102 | 101 | 104 | 89
O=C(O)C(Cc1ccc(O)cc1)NS(=O)(=O)Cc1ccccc1 (configuration not stated) | 98 | 84 | 99 | 100 | 104 | 95 | 104 | 113 | 97

Taken from the entries so far (7 entries):
SMILES | SF-539 | PC-3 | SNB-19 | SF-268 | SF-295 | HCC-2998 | U251 | DU-145 | SNB-75
C/C(=N\NC(=O)c1ccncc1)c1ccc(Cl)cc1Cl | 104 | 92 | 114 | 106 | 117 | . | 109 | 120 | 96
COc1ccc([C@H](C)Nc2nc(Cl)nc3ccccc23)cc1 | 68 | 77 | 61 | 77 | 20 | 94 | 74 | 74 | 93
CCn1c(=O)c2c(=O)c3c4c(oc3oc2c2ccccc21)C(=O)c1ccccc1C4=O | 90 | 42 | 90 | 84 | 95 | 101 | 58 | 92 | 120
N#Cc1nc(-c2ccccc2)oc1S(=O)(=O)n1ncnc1N | 97 | 96 | 96 | 101 | 101 | 117 | 94 | 112 | .
CC(=O)C(=O)NCCCCC(=O)Nc1ccccc1 | 109 | 106 | 110 | 108 | 101 | 105 | 105 | 109 | 103
CCOC(=O)c1c(Cc2[nH]c(C=O)c(C)c2OC(=O)CC)[nH]c(C=O)c1C | 83 | 57 | 84 | 79 | 76 | 98 | 77 | 89 | 71
O=C1CCC(C(=O)N/N=C/c2ccccn2)N1 (configuration not stated) | 101 | 95 | 102 | 102 | 99 | 113 | 103 | 112 | 92

Screens (PubChem)
